# Source: PubChem (several laboratories)
# hDAT+cocaine: human DAT dopamine uptake with cocaine, either direction; 110,000 compounds, 1.3% hits; AID 449768; B-score at 10 µM; LLC-PK1 hDAT cells, [14C]-dopamine uptake with cocaine IC80; actives deviate in either direction;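 active means Z score or B-score, a plate-position-corrected score, falls beyond the plate's 99.7% confidence bounds, in either direction; inactive means both scores lie inside the 99.7% bounds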;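 further: scored against the spread of the other compound wells on the same plate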
# Target sequence (Q01959 whole entry, looked up): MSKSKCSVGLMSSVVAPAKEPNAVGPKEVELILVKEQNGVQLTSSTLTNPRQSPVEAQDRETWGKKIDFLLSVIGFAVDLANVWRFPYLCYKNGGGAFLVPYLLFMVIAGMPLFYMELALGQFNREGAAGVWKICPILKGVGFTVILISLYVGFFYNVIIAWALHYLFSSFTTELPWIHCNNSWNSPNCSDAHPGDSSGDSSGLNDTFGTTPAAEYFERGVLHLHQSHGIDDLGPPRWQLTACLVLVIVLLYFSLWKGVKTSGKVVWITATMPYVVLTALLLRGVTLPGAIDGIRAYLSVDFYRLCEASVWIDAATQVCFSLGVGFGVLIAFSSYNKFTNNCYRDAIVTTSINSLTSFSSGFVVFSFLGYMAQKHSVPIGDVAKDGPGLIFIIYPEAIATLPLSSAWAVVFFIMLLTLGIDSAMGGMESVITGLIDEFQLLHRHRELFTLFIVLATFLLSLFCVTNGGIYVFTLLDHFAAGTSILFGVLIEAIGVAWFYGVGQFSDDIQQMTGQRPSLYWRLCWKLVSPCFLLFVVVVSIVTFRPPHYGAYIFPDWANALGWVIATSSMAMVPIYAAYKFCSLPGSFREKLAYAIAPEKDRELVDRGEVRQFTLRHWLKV
# Smad3 inh: Smad3 (human) transcription factor binding inhibition; P84022; TR-FRET Smad3/Dy647-FoxH1 peptide binding, europium anti-His; inhibition, % at 25 µM; 88,000 compounds, 0.29% hits; AID 630;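 active means compounds that reduce the energy-transfer binding signal between the protein and its labelled peptide by more than half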;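 further: 0% = Smad3 plus labelled peptide maximal FRET and 100% = peptide-only background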
# Target sequence (P84022 whole entry, looked up): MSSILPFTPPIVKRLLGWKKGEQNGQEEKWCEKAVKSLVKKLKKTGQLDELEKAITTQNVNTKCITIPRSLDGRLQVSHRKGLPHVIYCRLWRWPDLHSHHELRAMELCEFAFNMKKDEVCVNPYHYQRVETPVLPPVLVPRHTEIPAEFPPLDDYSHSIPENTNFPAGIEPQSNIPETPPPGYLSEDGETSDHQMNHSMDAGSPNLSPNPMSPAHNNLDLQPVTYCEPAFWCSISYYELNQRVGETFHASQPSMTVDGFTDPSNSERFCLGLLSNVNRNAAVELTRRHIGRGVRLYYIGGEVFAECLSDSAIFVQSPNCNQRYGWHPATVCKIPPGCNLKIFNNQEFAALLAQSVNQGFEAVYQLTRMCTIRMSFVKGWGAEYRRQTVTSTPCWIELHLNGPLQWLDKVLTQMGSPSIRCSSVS
# HUVEC tox IL1B: toxic to HUVEC cells under IL-1B stimulation; cell count reduction, % at 2 µM; HUVEC cell count loss, Hoechst imaging, IL-1B stimulated; 94,000 compounds, 0.41% hits;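 active means cell count reduction more than 3 SD above the screen-wide mean, cut at about 70% in these data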;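 further: normalized per plate to untreated control cells as the no-loss baseline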
# MT1-MMP txn act: MT1-MMP promoter transcription activation; HT1080 MT1-MMP promoter luciferase reporter, luminescence, overnight; active compounds read high; activation factor at 10 µM; 86,000 compounds, 0.16% hits;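 active means activation factor of at least 2 for MT1-MMP transcription at 10 µM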
# VCAM1 TNFa inh: reduces TNF alpha induced VCAM1 expression in HUVEC; HUVEC TNFa-induced VCAM-1 immunofluorescence, high-content imaging; inhibition, % at 2 µM; 95,000 compounds, 0.48% hits;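 active means inhibition above the batch mean plus 3 SD, with images confirmed as a hit by eye, cut at about 37% in these data; inconclusive means inhibition above that limit but hit not confirmed in images; inactive means inhibition not above that limit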;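 further: 0% = TNF-stimulated DMSO wells and 100% = unstimulated control wells; not every result past the cut was called active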
# LYP inh 2: blocks human PTPN22 phosphatase activity | Q9Y2R2 | recombinant LYP catalytic domain, DiFMUP fluorescence | inhibition, % at 2 µM | 96,000 compounds, 0.21% hits | AID 640;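 active means inhibition at 2 µM at or above a set limit, the screen mean plus 3 SD, cut at about 24% in these data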;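 further: 0% = DMSO with enzyme and 100% = enzyme fully blocked by orthovanadate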
# TNFa cytotox: HUVEC cytotoxicity counter-screen, TNF alpha stimulated; 93,000 compounds, 0.17% hits; cell count reduction, % at 2 µM; HUVEC TNFalpha-stimulated, Hoechst cell count, imaging; AID 848;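 active means cell count reduction exceeding the screen mean by over 5 SD, scaled to untreated wells per plate, cut at about 78% in these data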;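 further: cells counted after 24 h of TNF alpha exposure following the 1 h pretreatment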
# Candida biofilm: kills Candida albicans biofilms; C. albicans biofilm + clotrimazole, Alamar Blue; 85,000 compounds, 0.14% hits; AID 834; inhibition, % at 6 µM;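 active means inhibition above 20%; inactive means inhibition below 20%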;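 further: preformed 24 hr biofilms exposed to compound for 48 hr; 0% = biofilm without compound and 100% = blank killed by clotrimazole plus chlorhexidine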
# F-actin modifier: modifiers of cytoskeleton assembly; 91,000 compounds, 0.18% hits; inhibition, % at 2 µM; HUVEC TNFa F-actin phalloidin imaging, high content; AID 836;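 active means inhibition above the batch mean plus 3 SD and confirmed as a hit by visual image inspection, cut at about 30% in these data, passing the limit was not always enough; inconclusive means above the inhibition threshold but rejected on visual inspection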; further: strong numbers were not always called active
# Active calls of the source: *; ? = inconclusive; . = no result given; & = joins results of further samples; [ ] = remark or other dose.
SMILES,hDAT+cocaine,Smad3 inh,HUVEC tox IL1B,MT1-MMP txn act,VCAM1 TNFa inh,LYP inh 2,TNFa cytotox,Candida biofilm,F-actin modifier
CCN(CCCNC(=O)CN(C)S(=O)(=O)c1cccc2nsnc12)c1ccccc1,.,10,5,1.2,2,12,-11,3,-8
CCCCOc1ccc(-c2nnc(-c3ccncc3)o2)cc1,0.96,9,.,1.7,.,.,.,4,.
Cc1c(C#N)c2ccccc2n1CC(=O)N1CCCC1,-1.2,-16,-6,1.2,10,-2,-23,8,38
O=c1cc(-c2ccncc2)oc2ccccc12,-0.4,11,8,1.2,0,-1,-12,4,22
CCOC(=O)N1CCN(c2nc(=S)n(-c3ccccc3)c(C)c2C(C)=O)CC1,0.19,-7,20,1.1,11,-20,-10,4,11
Cc1cc(C)cc(NS(=O)(=O)c2ccc(Oc3ncc(C(F)(F)F)cc3Cl)cc2)c1,-0.14,.,2,.,3,8,7,.,4
O=C1C(C2=NC(C(=O)O)C3C(=O)N(c4ccccc4)C(=O)C23)=C(O)c2ccccc21 (stereo unspecified),0.061,.,-9,.,25,-9,2,.,-13
CCCCNc1nc2ccccc2n1CC(=O)N1CCc2ccccc2C1,-0.086,-1,-33,1.2,10,-8,-37,7,.
CCCOc1ccc2oc(=O)c3c(c2c1)CCCN3C(=O)CN1CCN(c2ncccn2)CC1,1.1,-3,-8,1.3,16,-7,-17,10,17
N#Cc1ccc(-c2ccco2)nc1SCC(=O)c1ccc(Cl)cc1,-0.35,23[fluorescence artefact?],-43,1.2,.,-11,.,6,.
CCc1ccc(CC2S/C(=C(\C#N)C(C)=O)NC2=O)cc1 (stereo unspecified),.,5,.,1.6,-6,-8,-11,7,15
CCOCCCNCc1ccc(OC)c(OC)c1,-1.3,6,-5,1.3,12,-8,-23,-1,2
COc1cccc(OC)c1C(=O)Nc1cc(Cl)ccc1N1CCOCC1,0.31,0,16,1,-5,-4,-14,-2,-4
CCN(CC)C(=O)c1sc2nc(-c3ccncc3)[nH]c(=O)c2c1C,.,-2,17,1.2,20,-2,-12,-2,18
CN(C)CC1CCCCC1C1(O)c2ccccc2CSc2sccc21 (stereo unspecified),-1.2,-20,-45,1,-18,1,-3,-2,-13
C=CCNCc1cccn1-c1ccccc1,-0.73,2,6,1,9,-3,-23,6,0
O=C(CCCc1cccs1)N1CCN(S(=O)(=O)c2ccccc2Br)CC1,.,7[fluorescence artefact?],10,1.2,2,-5,-3,9,-16
O=c1oc2c(CN3CCCCC3)c(O)ccc2c2c1CCCC2,0.9,8,-91,1,-7,0,-13,7,1
Cc1ncn(C23CC4CC(CC(O)(C4)C2)C3)n1,-8.1*,3,-10,1.1,-43,-3,-22,11,-8
CSCC[C@H](NC(=O)CCn1nnc2ccccc2c1=O)C(=O)O,-0.059,-14,-9,1.2,.,6,.,7,15
CCOC(=O)c1cnc(SCc2cccc3ccccc23)nc1N,-1.2,3,25,.,1,-2,13,2,-31
Nc1c(C(=O)NCCN2CCOCC2)c2nc3ccccc3nc2n1CCc1ccccc1F,1.3,1,3,1,-3,-5,-13,5,15
O=C(CC(=O)c1ccccc1)Nc1ccc2c(c1)OCCO2,0.4,-3,-2,1,9,-1,-3,7,32
COc1ccc(CC(=O)Nc2cc(C)on2)cc1OC,.,-9,-18,0.9,3,-2,-3,0,7
O=C(CN1CCN(c2ccccn2)CC1)N1c2ccccc2Sc2ccc(C(F)(F)F)cc21,0.98,9,22,1.2,-12,16,22,7,-1
Cc1c(N=Cc2c(O)n(Cc3ccco3)c(=O)c3ccccc23)c(=O)n(-c2ccccc2)n1C,1.5,0&-6,7,1.1&1.2,-30,3,-30,5&-1,6
CCOC(=O)C1Sc2[nH]c(=O)sc2C(c2ccc(Cl)cc2)C1C(=O)OCC (stereo unspecified),-0.29,.,-8,.,-4,5,-9,.,10
Cc1cc(C)nc(SCc2nnc(SCC(=O)N3CCCc4ccccc43)o2)n1,3.3*,-3,-18,1,5,-16,-6,-1,10
N#Cc1ccsc1NC(=O)COC(=O)CCCSc1nc2ccccc2s1,0.54,13,8,1,4,6,-6,5,11
COCC(=O)NC(c1ccccc1)c1ccccc1,-1,-1,-22,1,-2,1,-12,5,-10
COc1ccc(-c2noc(COc3ccc4c(c3)OCO4)n2)cc1OC,0.18,6,-38,1,-6,6,-13,9,-4
Cn1cc([N+](=O)[O-])c(C(=O)Nc2ccc3c(c2)OCCO3)n1,0.25,.,4,.,?,4,8,.,-1
CC1(CC(=O)N/N=C/c2cc(Br)c(O)cc2O)OCCO1,-0.3,.,6,.,15,-1,-7,.,34
COc1ccc(OC)c(NC2c3ncccc3C(=O)N2Cc2ccco2)c1 (stereo unspecified),-0.32,6,.,1.1,.,6,.,3,.
Cc1ccc(C)c(NC(=O)CCN2CCOCC2)c1,-0.39,-2,.,1.2,.,.,.,8,.
c1ccc(C2C3=C(CCCC3)Nc3ncnn32)cc1 (stereo unspecified),-0.11,-1,-6,1,-1,3,-17,5,-3
CCOc1ccc(-c2n[nH]c(C)c2-c2ccccc2OC)c(O)c1,1,-9,-9,1.1,-15,7,-8,10,-7
Cc1c(Cl)cccc1-n1nnnc1-c1cccs1,-0.78,5,.,1,.,.,.,-3,.
COc1cccc2c(=O)n(CC(=O)NC3CCCCC3)ccc12,-0.4,5,-5,1.1,16,-5,-25,10,-9
CC(=O)Nc1sc2c(c1C#N)CCCCC2,-0.42,-3,-23,1.2,20,-2,-3,5,2
CCCCNC(=O)c1cn(-c2ccc(OCC)cc2)c(=O)c2cc(OC)c(OC)cc12,0.78,14,-6,1.2,8,1,-14,4,-3
CCOC(=O)c1c(CN(CC)CC)oc2cc(Br)c(O)cc12,4.1*,-2,16,0.9,8,0,-15,9,10
CCCCCC(=O)N/N=C/c1cccs1,-0.16,.,0,.,-30,6,-12,.,2
COc1ccc(C2CC(c3cccc(C)c3)n3ncnc3N2)cc1 (stereo unspecified),1.1,-1[fluorescence artefact?],-22,1.1,17,-4,-25,4,5
CC(=O)c1cc(F)c(N2CCN(C(=O)Cc3ccccc3)CC2)cc1C,0.056,-4,-12,1.1,14,-9,19,-5,-19
CCN(CC)S(=O)(=O)c1cccc(-c2nnc(SCC#N)n2Cc2ccccc2)c1,-0.077,5,.,1.2,.,.,.,18,.
COc1ccc(C(=O)Nn2c(SCC(=O)NC3CCCCC3)nc3ccccc3c2=O)cc1,-0.27,-10,24,.,26,2,-8,-1,8
COc1ccc(-n2c(Cc3cccn3C)nnc2SCC(=O)NCCc2ccccc2)cc1,0.33,.,.,1,26,-8,-22,.,-2
Cc1ccc(N=Cc2cccc(O)c2O)c(C)c1,0.85,.,-6,1.2,6,15,13,.,-13
CCC/C(O)=C1\C(=O)CCCC1=NCCCCCC(=O)O,-0.96,4,-3,1.1,9,3,-12,5,4
Cc1nnc(NC(=O)c2oc3c(ccc4ccccc43)c2C)s1,0.33,-2,-11,1.3,15,-11,-24,7,10
CCOC(=O)N1CCN(C(=O)Cn2c(C)cc3ccccc3c2=O)CC1,0.71,2,-17,1.2,-3,2,-7,9,0
COC(=O)C1C(=O)c2c(n[nH]c2C)CC1(C)C (stereo unspecified),-1.8,19[fluorescence artefact?],-42,1.1,1,8,-7,5,-7
N#CC1=C(SCc2ccccc2)NC2=C(C(=O)CCC2)C1c1ccc2c(c1)OCO2 (stereo unspecified),0.62,15,-1,1.1,13,3,-4,4,-10
CCC(C)(C)n1nnnc1C(c1ccc(C)cc1)N(Cc1ccco1)Cc1cccs1 (stereo unspecified),1.4,-15,2,1,-14,0,11,-1,13
O=C(O)c1cn[nH]c1-n1cnnn1,0.82,-2,-20,1.1,29,-35,-4,5,-1
CCc1nnc(NC(=O)CSc2nnc(Cc3cccn3C)n2CCOC)s1,-0.056,1,4,1.1,5,-5,-38,1,14
Cc1n[nH]c(=S)n1/N=C/c1ccc(-c2ccccc2[N+](=O)[O-])o1,-0.051,.,9,.,-9,-6,-11,.,-6
O=C(OCc1nnc(-c2ccccc2)o1)c1cc(=O)c2ccccc2o1,-1.1,-8,-6,1.5,14,-2,-29,10,-13
Cc1cccc(OCC(=O)Nc2cccc3nsnc23)c1,-1.7,5[fluorescence artefact?],-20,1,14,-2,-33,2,.

# The closing 3 records of the part before come first, to join the parts:
SMILES,hDAT+cocaine,Smad3 inh,HUVEC tox IL1B,MT1-MMP txn act,VCAM1 TNFa inh,LYP inh 2,TNFa cytotox,Candida biofilm,F-actin modifier
Cc1n[nH]c(=S)n1/N=C/c1ccc(-c2ccccc2[N+](=O)[O-])o1,-0.051,.,9,.,-9,-6,-11,.,-6
O=C(OCc1nnc(-c2ccccc2)o1)c1cc(=O)c2ccccc2o1,-1.1,-8,-6,1.5,14,-2,-29,10,-13
Cc1cccc(OCC(=O)Nc2cccc3nsnc23)c1,-1.7,5[fluorescence artefact?],-20,1,14,-2,-33,2,.
O=C(Cn1c(-c2cncs2)nc2ccccc21)NC1CCCC1,-0.075,3,5,1.1,16,2,-27,2,2
Cc1cc(C(=O)OCC(=O)Nc2cccc(S(=O)(=O)N3CCOCC3)c2)c(C)o1,0.22,-4,-6,0.9,9,9,-18,-2,-1
Cc1ccc(NC(=O)CNC(=O)c2ccccc2F)cc1Cl,-0.41,.,2,.,-10,12,14,.,-26
O=C(CCS(=O)(=O)c1ccc(Br)s1)NCc1cccs1,-0.055,6,23,1,-15,-19,-3,5,-22
Cc1cc(N2CCN(C)CC2)nc2ccc(NC(=O)c3ccc(Br)o3)cc12,0.84,-3,.,1.4,.,.,.,5,.
Cc1ccc(-c2nnn(CC(=O)N3CCCc4ccccc43)n2)cc1,-7.8*,-5,-4,1.2,2,-7,2,8,-11
COc1ccc(/C=N/NC(=O)Cc2csc(Nc3cccc(C(F)(F)F)c3)n2)cc1C,3,.,.,.,28,2,4,.,10
COc1cc(NS(=O)(=O)c2ccc(NC(=O)/C(=C\c3ccccc3OC)NC(=O)c3ccccc3)cc2)nc(OC)n1,-0.18,.,-6,.,2,13,-7,.,-8
O=C(C1CCN(S(=O)(=O)c2cccnc2)CC1)N1CCN(C2CCCC2)CC1,0.38,10,11,.,-11,3,.,8,-3
CCCCOC(=O)CCc1n[nH]c(=O)[nH]c1=O,0.89,4,45,1.2,-2,-3,8,5,15
CCN(CC)S(=O)(=O)c1cc(-c2nn(C)c(=O)c3ccccc23)ccc1C,0.026,.,-2,.,6,2,-9,.,-5
C/C=C/COC(=O)c1[nH]c2c(c1C)C(=O)CC(c1ccc(N(C)C)cc1)C2 (stereo unspecified),-0.068,6,.,1.2,.,.,.,1,.
CCOC(=O)c1[nH]c(C)c(C(=O)Nc2ccc(C)c(Cl)c2)c1C,-0.0016,6,-29,1.3,11,-10,-22,6,12
Cc1ccc(N2CCN(C(=O)CN3C(=O)c4ccccc4C3=O)CC2)cc1,-1.6,-11,20,1.3,4,-3,-1,-5,2
O=C(NOC(=O)c1ccccc1Cl)c1cccs1,0.52,5,0,1.1,8,5,0,-4,1
COc1ccc(CNC(=O)C(c2ccc(C)cc2)N(Cc2cccs2)C(=O)c2ccc3c(c2)OCCO3)cc1 (stereo unspecified),0.13,.,0,.,6,16,-5,.,-6
Cn1cccc1Cc1nnc(SCC(=O)NCc2ccccc2)n1-c1ccc(F)cc1,-0.01,-10,-8,1.1,11,-8,-51,3,5
CCC(C)NC(=O)C1CCC(=O)N1Cc1ccc(C)cc1 (stereo unspecified),-0.016,8,-9,1.1,-39,-12,-72,5,11
CCCCCCCSc1nc(N)cc(=O)[nH]1,.,10,-6,1.2,5,-3,10,0,-6

# This is a subset; count on the stated rates, not on these rows.
